# High-throughput results from PubChem.
# H37Rv inhibition: M. tuberculosis growth inhibition, HTS (AID 449762); M. tuberculosis H37Rv growth inhibition, 7H9 media; higher % means a stronger effect; one-dose inhibition, % at 25 µM; IC50 in µM for titrated hits; actives 0.59% (n = 330,000); in the data active = a potency from the dose series; inconclusive = inhibition above about 70% without an active follow-up result;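 also: bacterial growth assessed after seven days of incubation; strong numbers were not always called active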
# PhoP GFP inhibition: Inhibition of PhoP regulon, Salmonella typhi GFP reporter cells, confirmation, 4 h (AID 1850); actives 0.33% (n = 310,000); Salmonella Typhi PhoP-promoter GFP reporter, fluorescence, 4 h; higher % means a stronger effect; inhibition, % at 50 µM; hits with a dose series show IC50 in µM; in the data active = a potency from the dose series; inconclusive = inhibition mostly from about 25% at the one dose, without a potency; inactive = the rest, 99 in 100 with inhibition below about 19%;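 also: 0% = induced wells with vehicle and 100% = uninduced wells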
# tuberculosis growth: growth inhibition of non-replicating M. tuberculosis (AID 488890) | Mycobacterium tuberculosis non-replicating, growth inhibition; higher % means a stronger effect | inhibition, % at 25 µM; hits with a dose series show IC50 in µM | actives 0.39% (n = 320,000); in the data active = a potency from the dose series; inconclusive = inhibition mostly from about 82% at the one dose, without a potency; inactive = the rest, 99 in 100 with inhibition below about 76%;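 also: plate controls were DMSO cells for no effect and high antibiotic wells for full effect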
# VEEV TC-83 Vero: inhibitors of VEEV TC-83 cytopathic effect, confirmation, Vero cells (AID 588727); Vero cells, VEEV TC-83 cytopathic effect inhibition; higher % means a stronger effect; inhibition, % at 20 µM; hits with a dose series show IC50 in µM; actives 0.13% (n = 350,000); in the data active = a potency from the dose series; inconclusive = inhibition mostly from about 14% at the one dose, without a potency; inactive = the rest, 99 in 100 with inhibition below about 12%; also: strong numbers were not always called active
# H1N1 NS1A inhibition: NS1A inhibition, H1N1 influenza, cell based functional assay (AID 504329). actives 0.3% (n = 340,000). inhibition, % at 12.5 µM, or IC50 in µM where a hit was titrated. NS1A functional cell-based assay, percent inhibition; higher % means a stronger effect; in the data active = a potency from the dose series; inconclusive = inhibition above about 27% without an active follow-up result; also: strong numbers were not always called active
# VEEV TC-83 Vero 10K pilot screen: second read-out of VEEV TC-83 Vero, no call of its own (marks repeat the call); inhibition, %; measured here: 10K pilot screen inhibition
# Active calls of the source: *; i = inactive; ? = inconclusive; . = no result given.
SMILES,H37Rv inhibition,PhoP GFP inhibition,tuberculosis growth,VEEV TC-83 Vero,H1N1 NS1A inhibition,others
CCOc1ccc(OCC(=O)N2CCC3(CC2)CC(=O)c2ccccc2O3)cc1,20%,0%,18%,2.2%,0%,
O=C(c1cc2ccccc2oc1=O)N1CCN(c2ncccn2)CC1,3%,-1%,-14%,2.2%,7%,
C[C@@H]1CN([C@@H](C)CO)C(=O)c2cccc(NS(=O)(=O)c3cccs3)c2O[C@H]1CN(C)Cc1ccc(C(F)(F)F)cc1,9%,.,21%,2.2%,-1%,
CCOC(=O)c1nn(-c2ccc(Cl)cc2)c(C)cc1=O,5%,5%,-8%,i,-2%,
CC(C)(C)NC(=O)C(c1ccc(-c2ccccc2)cc1)N(C[C@H]1CC[C@@H]([C@@H]2CC[C@H](CO)O2)O1)C(=O)c1ccc(-c2ccccc2)cc1 (stereo partly specified),.,.,.,8.4%,-8%,
Cc1cccc(NC(=O)/C(C#N)=C/c2ccc(F)cc2)n1,-2%,10%,-16%,i,-3%,
Cc1ccsc1/C=N/NC(=O)C1CC(=O)N(c2ccc(F)cc2)C1 (stereo unspecified),-7%,8%,-4%,1.8%,1%,
CCOC(=O)[C@@H]1[C@H]2COc3ccc(Br)cc3[C@@H]2N2C(=O)N(c3ccccc3)C(=O)[C@]12C,-8%,-6%,10%,i,3%,
CCN1CCN(C(CC(C)C)c2nnnn2CS(=O)(=O)c2ccc(C)cc2)CC1 (stereo unspecified),-3%,6%,-6%,0.9%,0%,
CC(=O)Nc1ccc(S(=O)(=O)Nc2nc3ccccc3nc2-n2ccc(=NC(=O)c3ccc(F)cc3)cc2)cc1,-3%,4%,-5%,0.7%,7%,
S=C(Nc1ccccc1Cl)N1CCOCC1,3%,-3%,-4%,1.0%,-1%,
Cc1ncc([N+](=O)[O-])n1S(=O)(=O)c1ccc2c(c1)OCCO2,.,.,.,0.1%,-2%,
CCN(CC)C(=O)Oc1nnc(SC(C)C)n1-c1ccc(Cl)cc1,-6%,4%,-6%,3.6%,-1%,
CCOC(=O)CC1Sc2ccccc2NC1=O (stereo unspecified),8%,4%,8%,0.6%,2%,
CCCNS(=O)(=O)c1ccc(CCC(=O)NCCc2ccc(OC)c(OC)c2)cc1,-5%,1%,-4%,0.6%,2%,
CCCC(C)C(=O)Nc1ncc(S(=O)(=O)c2ccc([N+](=O)[O-])cc2)s1 (stereo unspecified),7%,0%,13%,6.5%,4%,
O=C(c1ccc(F)cc1F)N1CCN(S(=O)(=O)c2ccc3c(c2)OCCO3)CC1,-11%,.,-1%,i,-4%,
O=C(NNc1c(F)c(F)cc(F)c1F)c1ccc(Cl)nc1,-6%,-14%,-10%,i,-4%,
CCOC(=O)Nc1cccc(NC(=O)c2ccccc2F)c1,2%,7%,5%,0.3%,-2%,
COc1ccc(C2C(C(=O)O)CC(=O)N2C2CCCCC2)cc1 (stereo unspecified),-3%,-8%,10%,2.0%,-10%,
CCCN1CCc2c(sc3nc(SCC)n(-c4ccccc4)c(=O)c23)C1,.,.,.,i,5%,
O=C(NCC1CCCO1)c1ccc2c(=O)n(-c3ccc(F)cc3)c(=S)[nH]c2c1 (stereo unspecified),7%,-15%,-2%,1.3%,1%,
O=C(CN1C(=O)CSc2ncccc21)Nc1cccc(Cl)c1,-12%,-13%,13%,4.1%,-11%,
Cc1nnc(SCc2ccccc2Cl)n(N)c1=O,0.38µM*,15%,74%,0.3%,9%,
CC(C)N1CC(C(=O)Nc2cc(Cl)cc(Cl)c2)CC1=O (stereo unspecified),8%,-8%,11%,2.2%,1%,
O=C(c1ccc(NS(=O)(=O)c2ccc(F)cc2)cc1)N1CCN(c2ccccc2O)CC1,5%,-5%,10%,6.1%,-9%,
COc1ccccc1C(=O)Nc1ccc2nc3n(c(=O)c2c1)CCCC3,5%,9%,-13%,12%,20%,
CC(C)(C)c1cc(C=C(C#N)C#N)cc(C(C)(C)C)c1O,17%,-6%,?,24%,8%,
C#CCOc1ccccc1C(N)=O,-2%,9%,-3%,0.7%,.,
CC1(C)Cc2cccc(OCC(=O)OCc3nnc(-c4ccccc4)o3)c2O1,-3%,.,28%,4.7%,-11%,
C/C(=N\NC(=O)COc1cc(C)cc(C)c1)c1ccc(N2CCOCC2)cc1,-4%,-1%,-5%,2.1%,-5%,
NC(N)=N/N=C/c1ccccc1,-3%,-8%,.,i,-2%,
Cc1ccc(C(=O)OCC(=O)Nc2ccccc2C(F)(F)F)cc1S(=O)(=O)N1CCOCC1,1%,-15%,.,0.3%,18%,
Cc1c(Br)cccc1NC(=O)c1sccc1-n1cccc1,.,.,.,1.6%,9%,
COC(=O)c1cc(CN2CCN(c3ccccc3)CC2)ccc1O,8%,1%,20%,i,-29%,
COCCNC(=O)CN(C(=O)CCC(=O)Nc1nccs1)c1ccccc1OC,3%,3%,-16%,0.4%,-6%,
CC(NC(=O)c1cccs1)C(=O)NC1=NCCS1 (stereo unspecified),3%,13%,-7%,1.2%,2%,
CCOc1cccc2cc(-c3csc(NC(=O)CCC(=O)N4CCC(C)CC4)n3)c(=O)oc12,-13%,-2%,11%,i,-5%,
CC(C)(C)c1ccc(C(=O)N2CCN(CCNC(=O)C(=O)Nc3ccc(F)cc3)CC2)cc1,?,-6%,61%,5.2%,-7%,
CN1c2ccccc2-c2nc3ccccc3n2C1c1ccccn1 (stereo unspecified),3%,7%,45%,3.1%,5%,
Cc1noc(C)c1CSc1nnc2ccccn12,-7%,1%,6%,i,3%,
C=CCn1c(-c2csc(-c3ccc(OC)c(OC)c3)n2)n[nH]c1=S,0%,1%,3%,4.6%,-8%,
CC(=O)Nc1ccc(NC(=O)c2ccc(-c3ccc([N+](=O)[O-])cc3)o2)cc1,22%,6%,.,9.5%,-14%,
CN(C)C(=S)Nn1c(-c2ccccc2)nc2ccccc2c1=O,-2%,-8%,-12%,1.1%,4%,
COc1ccc(C)cc1NC(=O)CCS(=O)(=O)c1ccc2c(c1)CCN2C(C)=O,-1%,-3%,3%,0.5%,-8%,VEEV TC-83 Vero 10K pilot screen=0.3
O=C(CSc1n[nH]c(-c2ccccc2)n1)Nc1ccc(N2CCOCC2)cc1,?,9%,?,3.0%,12%,VEEV TC-83 Vero 10K pilot screen=6.8
COc1cc(C(=O)NCC(=O)N/N=C/c2cccnc2)cc(OC)c1OC,-2%,4%,-12%,2.4%,-6%,
Cc1ccc(CNC(=O)c2ccccc2NS(C)(=O)=O)cc1,5%,3%,6%,0.6%,1%,
COc1ccc(-c2csc(Nc3ccccc3)n2)cc1,63%,8%,32%,5.7%,-4%,
CC1CCCN(c2nc(-c3cccnc3)nc3scc(-c4ccccc4)c23)C1 (stereo unspecified),7%,-14%,29%,5.5%,-4%,
O=C(Cn1cncn1)N/N=C/c1ccc(Cl)cc1,-6%,-5%,-18%,0.7%,-15%,
COc1ccc(N2C(N)=NC(N)=NC2(C)C)cc1,-8%,2%,-12%,4.4%,8%,
Cc1[nH]nc2c1C(CC(C)C)C(C#N)=C(N)O2 (stereo unspecified),-2%,5%,-3%,i,.,
CCOc1cc(N2CCOCC2)c(OCC)cc1NC(=O)COc1ncnc2ccccc12,-4%,-9%,0%,i,0%,
CC(=O)Nc1sc2c(c1C(c1cccs1)N1CCOCC1)CCCC2 (stereo unspecified),0%,-4%,0%,0.5%,9%,VEEV TC-83 Vero 10K pilot screen=0.0
CC(C)(C)NC(=O)CSc1nnc(-c2ccccn2)n1Cc1ccccc1,2%,11%,-9%,i,7%,
CCOC(=O)C1C(=O)N(C(=O)c2ccc(OC)cc2)CC1c1ccccc1 (stereo unspecified),7%,12%,-1%,i,10%,
O=C(O)CCCCCCCCc1cn(CC2CCCCC2)nn1,-5%,-34%,73%,1.1%,9%,
c1csc(-c2ncc3ccccn23)c1,2%,8%,32%,i,-15%,
Cc1ccc(OCC(=O)Nc2ccc3oc(=O)ccc3c2)cc1C,49%,-3%,?,0.9%,1%,
# Further structures
SMILES,H37Rv inhibition,PhoP GFP inhibition,tuberculosis growth,VEEV TC-83 Vero,H1N1 NS1A inhibition,others
O=C(CN1CCCN(S(=O)(=O)c2ccc(F)cc2)CC1)Nc1cccc(F)c1,7%,2%,8%,0.9%,9%,
Cc1ccc(Sc2c(C)[nH]n(C(C)(C)C)c2=O)cc1,-21%,-2%,-6%,i,-1%,
CCOC(=O)C1CCN(C(=O)c2ccccc2NC(=O)c2ccc(Br)cc2)CC1,2%,-3%,25%,1.2%,5%,
COc1cccc(NC(=O)CCN2C(=O)c3ccccc3Sc3ncccc32)c1,2%,5%,34%,2.9%,-5%,
CCOC(=O)[C@]12Cc3cc(OC)ccc3[C@H]1N(Cc1ccccc1)C(=O)c1cc(F)c(F)cc12,.,.,.,0.4%,3%,
CCCCC(=O)NNC(=O)N1c2ccccc2Sc2ccccc21,7%,-6%,-1%,0.3%,-9%,
CC(C)=C1SC(N2CCN(c3ccc(C)c(Cl)c3)CC2)=NC1=O,-4%,14%,2%,0.5%,-19%,
Cc1ccc(NC(=O)CCC(=O)c2cc(C)sc2C)nc1,-1%,2%,-9%,1.3%,-6%,
COc1cccc(NC(=O)CCN2CCN(C)CC2)c1,-6%,-6%,4%,0.8%,-7%,
COC(=O)c1cc2n(n1)CCN(Cc1ccccc1F)C2=O,-3%,4%,-4%,0.6%,-6%,
Cc1ccc2c(=O)oc(N(C)C)nc2c1,13%,5%,73%,0.3%,16%,
CNC(=S)NN=C(C)CCCC(C)=NNC(=S)NC,.,.,.,2.0%,-24%,
COc1ccc(N(Cc2cc3ccccc3[nH]c2=O)S(=O)(=O)c2ccccc2)cc1,-3%,12%,44%,9.3%,12%,
Cn1c(=O)n(Cc2ccco2)c(=N)c2c3c(sc21)CCCC3,7%,3%,2%,1.4%,1%,
CCC(CC)C(=O)Nc1nnc(S(=O)(=O)N2CCCc3ccccc32)s1,-4%,-10%,.,3.4%,-1%,
O=C(NCc1cccc(Cl)c1)c1ccncc1,-4%,-13%,6%,2.8%,-6%,
COc1ccc(NC(=O)Cn2nnc(C(=O)NCc3cccs3)c2N)cc1OC,5%,0%,-20%,4.4%,2%,
Cc1ccc(C)c(OCc2n[nH]c(=S)o2)c1,-3%,19%,35%,i,-11%,
O=S(=O)(c1ccc2ccccc2c1)N1CCN(S(=O)(=O)N2CCOCC2)CC1,4%,1%,-12%,1.8%,-6%,
O=c1cc(CN2CCN(c3cccc(Cl)c3)CC2)c2cc(O)c(-c3ccccc3)cc2o1,6%,0%,14%,1.0%,4%,
O=C(NCc1ccc2c(c1)OCO2)c1ccc2c(c1)OCCO2,3%,-5%,13%,4.5%,-4%,
COC(=O)c1ccccc1NC(=O)c1cnc2sccn2c1=O,1%,-7%,3%,2.1%,-8%,
O=C(CSc1nc2ncc(Cl)cc2[nH]1)c1c[nH]c2ccccc12,5%,0%,4%,0.1%,-3%,
CN(C)c1ccc(S(=O)(=O)N2CCC(Cc3ccccc3)CC2)cn1,-3%,.,6%,3.6%,-5%,
COc1ccccc1C=Cc1ccnc2ccccc12,.,.,.,6.3%,68%,
Cc1n[nH]c(=O)c2c(NC(=O)CSc3c(Cl)cccc3Cl)oc(C)c12,0%,-7%,23%,1.7%,-1%,
Cn1nc(C(=O)Nc2cccc(C(=O)NC3CC3)c2)c2ccccc2c1=O,-11%,.,-20%,i,-2%,
CC(Sc1nnc(CC(C)c2ccccc2)n1N)C(N)=O (stereo unspecified),3%,-6%,-12%,0.8%,-8%,
CCOc1ccc(OCc2ccc(C(=O)N3CCOCC3)cc2)cc1,-20%,18%,8%,i,3%,

# Structural class: the entries above with a CF3 group
SMILES,H37Rv inhibition,PhoP GFP inhibition,tuberculosis growth,VEEV TC-83 Vero,H1N1 NS1A inhibition,others
C[C@@H]1CN([C@@H](C)CO)C(=O)c2cccc(NS(=O)(=O)c3cccs3)c2O[C@H]1CN(C)Cc1ccc(C(F)(F)F)cc1,9%,.,21%,2.2%,-1%,
Cc1ccc(C(=O)OCC(=O)Nc2ccccc2C(F)(F)F)cc1S(=O)(=O)N1CCOCC1,1%,-15%,.,0.3%,18%,

# Three structures already listed, ordered by formula weight, highest first.
SMILES,H37Rv inhibition,PhoP GFP inhibition,tuberculosis growth,VEEV TC-83 Vero,H1N1 NS1A inhibition,others
CN(C)c1ccc(S(=O)(=O)N2CCC(Cc3ccccc3)CC2)cn1,-3%,.,6%,3.6%,-5%,
CCOc1ccc(OCc2ccc(C(=O)N3CCOCC3)cc2)cc1,-20%,18%,8%,i,3%,
COC(=O)c1ccccc1NC(=O)c1cnc2sccn2c1=O,1%,-7%,3%,2.1%,-8%,
